ROMK mod = human ROMK K+ channel modulation, primary screen | B-score at 10 µM | 130,000 compounds, 2% hits | P48048 | Tet-inducible ROMK, thallium flux fluorescence; actives lie on both sides;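 active means signal ratio slope over the read window, or its plate-corrected B-score, at least 3 SD from the plate mean, either direction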;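 further: B-score of the F/F0 ratio slope over 7 to 12 s after thallium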
Target sequence (P48048 whole entry, looked up): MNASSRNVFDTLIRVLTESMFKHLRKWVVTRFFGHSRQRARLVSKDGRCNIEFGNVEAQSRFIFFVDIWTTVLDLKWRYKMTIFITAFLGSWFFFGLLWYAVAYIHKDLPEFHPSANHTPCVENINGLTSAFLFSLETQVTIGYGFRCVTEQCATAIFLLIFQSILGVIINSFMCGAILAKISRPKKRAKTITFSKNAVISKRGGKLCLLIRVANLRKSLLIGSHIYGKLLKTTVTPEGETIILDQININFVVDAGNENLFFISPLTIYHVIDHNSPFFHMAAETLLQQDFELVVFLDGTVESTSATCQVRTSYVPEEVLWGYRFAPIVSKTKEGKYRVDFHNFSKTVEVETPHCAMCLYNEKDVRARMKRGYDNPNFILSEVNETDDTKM
TLR4-MyD88 BLA = inhibitors of human TLR4-MyD88 binding | O00206+Q99836 | HeLa CL3-4 TLR4/MyD88 BLA complementation, FRET ratio | inhibition, % at 8.4 µM | 200,000 compounds, 0.18% hits | AID 861; in the data active means inhibition above about 25%;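 further: 0% = vehicle and 100% = reference inhibitor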
RAM network inh = blocks the yeast RAM network; 190,000 compounds, 1.8% hits; S. cerevisiae dse1pr::URA3 reporter, 5-FOA growth OD615, 2 d; analog-sensitive cbk1-as2 kinase mutant strain; inhibition, % at 50 µM; AID 868;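 active means inhibition above a set limit, 3 SD over mean compound inhibition, cut at about 8.4% in these data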;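 further: 0% = DMSO-only wells with no growth and 100% = 10 µM 1-NA-PP1 full growth; inhibition rescues growth on 5-FOA so higher OD means more RAM inhibition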
PPARg SRC3 recr = promotes SRC-3 coactivator recruitment by human PPARgamma; P37231; biochemical PPARgamma/SRC-3 coactivator recruitment assay; activation, % at 8 µM; 200,000 compounds, 0.26% hits; AID 731; in the data active means activation above about 23%;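 further: 0% = DMSO and 100% = reference agonist; some compounds past the cut are filed as inactive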
PPARg SRC-2 ag = agonists of SRC-2 recruitment by human PPARgamma; PPARgamma LBD-SRC-2 recruitment, biochemical; 200,000 compounds, 0.34% hits; activation, % at 8 µM; P37231; AID 1032; in the data active means activation above about 22%;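 further: 0% = vehicle and 100% = reference agonist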
STAT3 activator = activators of IL-6 induced STAT3 signaling. U3A cells, IL-6 STAT3-luciferase reporter, luminescence; 100% = signal with IL-6 EC80 alone. activation (% of control), % at 5.6 µM. 190,000 compounds, 0.91% hits. AID 871;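 active means activation above the screen-wide mean of compound activation plus 3 SD, cut at about 130% in these data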;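 further: 0% = background luminescence of wells with medium and substrate only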
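Material: STAT3-luciferase reporter U3A cells. Controls: IL-6-treated wells, 100% activation. Read-out: % activation versus median of IL-6-stimulated wells. Probe or stimulus: IL-6 stimulus at 33 ng/mL final. Timing: compound 1 h, then IL-6 6 h at 37 °C. Signal: reporter luminescence signal.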
PPARg SRC1 recr = promotes SRC-1 coactivator recruitment by human PPARgamma. PPARgamma-SRC-1 coactivator recruitment biochemical assay. activation, % at 8 µM. P37231. 200,000 compounds, 0.41% hits; in the data active means activation above about 19%;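 further: 0% = DMSO and 100% = reference agonist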
STAT3 inh = reduces IL-6 driven STAT3 reporter signal; U3A cells, IL-6 STAT3-luciferase reporter, luminescence; host cell line lacks STAT1; inhibition, % at 5.5 µM; 190,000 compounds, 0.89% hits; AID 862;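 active means inhibition above the mean inhibition across all screened compounds plus 3 SD, cut at about 44% in these data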;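 further: 0% = DMSO only wells and 100% = 100 µM nifuroxazide control wells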
TR-FRET SRC-2 ct = counter-screen for PPARgamma SRC-2 recruitment agonists: TR-FRET artefact; hits give high values; TR-FRET ratio at 8 µM; 200,000 compounds, 0.4% hits; in the data active means TR-FRET ratio above about 2000; further: inactives centre near 1500
STAT1 blocker = STAT1 signaling inhibition; AID 920; inhibition, % at 5.5 µM; 200,000 compounds, 0.35% hits; NIH 3T3 STAT1-luciferase reporter, IFN-gamma, luminescence;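 active means inhibition above a set limit, the mean inhibition across all tested compounds plus 3 SD, cut at about 34% in these data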;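 further: 0% = IFN-gamma with DMSO and 100% = IFN-gamma with 300 µM nifuroxazide; values of inactives mirror those of a sister screen read the other way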
S1P3 antagonist = antagonists of human S1P3 receptor; Q99500; CHO S1P3 NFAT-BLA reporter, FRET fluorescence, antagonist mode; inhibition, % at 4.98 µM; 170,000 compounds, 0.27% hits;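 active means inhibition above the plate cutoff, the mean inhibition of test wells on that plate plus 3 SD, cut at about 28% in these data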;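 further: cells challenged with S1P at its EC80 of 0.8 µM; blue over green emission ratio from cleaved BLA substrate after 4 h stimulation; 0% = S1P-stimulated wells and 100% = unstimulated DMSO-only wells; some compounds past the cut are filed as inactive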
Target sequence (Q99500 whole entry, looked up): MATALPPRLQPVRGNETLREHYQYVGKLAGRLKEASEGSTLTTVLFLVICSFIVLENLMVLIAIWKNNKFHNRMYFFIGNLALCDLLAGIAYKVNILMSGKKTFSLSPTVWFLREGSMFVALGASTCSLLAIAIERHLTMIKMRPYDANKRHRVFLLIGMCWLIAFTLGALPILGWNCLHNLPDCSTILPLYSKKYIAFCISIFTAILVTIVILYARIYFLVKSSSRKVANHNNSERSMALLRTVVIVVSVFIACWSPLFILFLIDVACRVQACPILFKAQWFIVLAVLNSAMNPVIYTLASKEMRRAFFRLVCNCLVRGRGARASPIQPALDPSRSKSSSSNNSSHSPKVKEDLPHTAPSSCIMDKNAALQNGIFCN
The depositor's hits bear a star; · = not tested or not shown.

SMILES	ROMK mod	TLR4-MyD88 BLA	RAM network inh	PPARg SRC3 recr	PPARg SRC-2 ag	STAT3 activator	PPARg SRC1 recr	STAT3 inh	TR-FRET SRC-2 ct	STAT1 blocker	S1P3 antagonist
CCc1nnc(NC(=O)CSc2nc3c(c(=O)n2CC)SC(C)C3)s1 (configuration not stated)	·	4	5.1	-1	3	96	1	5	1566	15	-12
O=C(NCc1ccccn1)C1CCN(C(=O)c2cc3sccc3n2Cc2ccc(F)cc2)CC1	-0.098	-8	1.0	8	-9	90	2	20	1560	8	-2
COc1ccc2[nH]c(C)c(CN3CCC(C)CC3)c(=O)c2c1	·	-7	2.7	-6	4	98	11	9	1477	-7	·
O=[N+]([O-])c1cc(Cl)ccc1Oc1ccc(-c2nnco2)cc1	1.8	-10	3.3	3	4	97	5	9	1514	10	-4
CCOc1cc(C(=O)Nc2ccccc2F)cc(Br)c1OCC	·	1	3.2	3	9	80	7	24	1458	12	12
CCOC(=O)N1CCC(N2CCCC(C(=O)c3cc(C)c(OC)c(C)c3)C2)CC1 (configuration not stated)	-0.65	3	3.7	-1	-7	107	-6	-3	1689	2	3
O=C1CSC(c2cccnc2)N1c1ccc(Cl)cc1 (configuration not stated)	·	-8	0.2	-1	-7	100	3	5	1369	-3	-4
O=C(Nc1cccc(C(F)(F)F)c1)c1ccccc1NC(=O)C1CCCCC1	·	-10	3.4	3	6	98	0	2	1594	5	-1
CCCNC(=O)NC(=O)CSc1nc(C)cs1	-0.17	-2	-0.8	-2	-7	106	6	-6	1625	-7	-1
COc1ccccc1NS(=O)(=O)c1ccc(Cl)c(NC(=O)c2sc3cc(Cl)ccc3c2Cl)c1	-0.14	6	9.0*	4	3	91	-1	16	1537	-7	-10
COc1ccc2cc(/C=N/O)c(Cl)nc2c1	-0.068	-1	0.1	3	5	94	-1	9	1413	-33	11
CCCn1c(SCC(=O)Nc2c(C)cccc2CC)nnc1C(C)C	·	5	2.0	2	2	110	9	-6	1561	3	-8
CCN(CC)c1ccc(NS(=O)(=O)c2ccc(OC)cc2)cc1	-0.17	7	0.9	5	-5	99	6	3	1429	7	-4
O=C(COC(=O)c1n[nH]c2ccccc12)c1cc(F)ccc1F	-0.33	-7	2.2	6	1	86	-1	18	1489	-15	6
CCOC(=O)COc1cccc2c(=O)n(CC(=O)N3CCCc4ccccc43)ccc12	·	2	0.3	-4	1	94	1	15	1521	1	·
COc1ccc2[nH]c3ccc(OC)cc3c2c1	·	11	-0.8	-2	6	98	2	9	1483	-14	15
COc1ccc(C(CNC(=O)Cc2c(F)cccc2Cl)N2CCCCC2)cc1 (configuration not stated)	-0.97	3	-1.3	3	9	106	7	-1	1591	-1	1
COc1ccc(-c2onc(C)c2-c2ccccc2)c(O)c1	-0.67	7	2.7	-1	-4	94	-2	8	1614	6	·
Cc1onc(-c2ccccc2)c1C(=O)N/N=C/c1cccc(O)c1	·	2	0.2	11	6	81	7	23	1661	4	-7
Cc1ccc(NC(=O)C(C)N2CCCC2)cc1Cl (configuration not stated)	-0.54	-7	0.9	4	13	109	-10	0	1508	3	-14
O=C1c2ccccc2C(Nc2ccc(S(=O)(=O)N3CCOCC3)cc2)N1Cc1ccco1 (configuration not stated)	·	8	-0.1	-7	-1	109	-6	-7	1470	9	·
COc1ccc(CCNC(=O)c2cc(-c3cc(C)ccc3O)n[nH]2)cc1OC	·	9	7.2	6	5	99	3	9	1645	-12	·
O=c1[nH]c2ccsc2c(=O)n1-c1ccc(F)cc1	·	3	0.2	10	6	99	5	7	1715	-2	·
Cc1nn(C)c(Cl)c1CN1CCCC(CO)(Cc2ccccc2)C1 (configuration not stated)	-0.18	-7	2.3	3	15	91	5	14	1420	3	9
COc1ccc(C(=O)NNC(=S)NC(=O)C(C)(C)C)cc1	-0.23	-3	-1.1	2	4	100	-2	7	1508	-9	0
CC1CN(C(=O)COC(=O)[C@@H]2CC(O)CN2S(=O)(=O)c2ccc3c(c2)OCCO3)CC(C)O1 (some centres not stated)	0.16	0	2.0	-3	-3	106	1	-6	1455	1	0
O=C(Nc1ccc(N2CCOCC2)c(F)c1)c1ccncc1	0.0058	-9	0.3	-9	-11	90	-5	15	1441	-3	-16
O=C(c1cc2ccccc2oc1=O)N1CCN(C(=O)C2CCCO2)CC1 (configuration not stated)	0.4	-8	1.2	-13	4	100	-3	2	1441	0	-32
CC(Sc1ncnc2ccccc12)C(=O)Nc1ccc2c(c1)OCCO2 (configuration not stated)	·	-13	1.4	4	1	103	8	-5	1607	11	4
c1cnc(SCCOc2ccc3c(c2)CCC3)nc1	0.65	-5	0.1	9	6	99	0	2	1711	-55	·
COc1cc(/C=N/NC(=O)c2sc(N)c(C#N)c2C)cc(Br)c1O	0.55	2	1.3	16	12	80	6	31	1657	-9	·
COCCOc1ccc(C(F)(F)F)cc1N	-0.54	-13	2.0	4	12	99	6	8	1600	-13	-7
CC(C)c1nnc(NC(=O)CCC(=O)NCc2ccco2)s1	0.034	13	1.2	-5	7	99	-2	4	1538	2	10
COc1cccc(C2(O)CCN(CC(=O)NCC3CC3)CC2)c1	0.039	-9	0.4	1	-1	92	-7	19	1384	-2	-9
CN1CCN(NC(=O)c2cccc(F)c2)CC1	·	0	0.3	2	-1	103	8	6	1542	-2	·
Cn1c(=O)c2nc3ccccc3nc2n(C)c1=O	-0.063	-22	4.5	1	-9	133	-9	-33	1284	1	-17
O=[N+]([O-])c1ccccc1CNC(Cc1ccccc1)c1ccccc1 (configuration not stated)	1.6	6	-0.3	-6	2	108	-1	-3	1350	-2	·
O=C(CSc1ncnc2c1cnn2-c1ccc(Cl)cc1)NCc1ccc2c(c1)OCO2	·	7	1.8	3	-4	94	0	9	1557	0	3
O=C(CCN1CCOCC1)c1ccc(Br)cc1	0.15	0	-0.5	0	-4	101	-12	3	1231	4	5
O=c1c2ccccc2nc2c3ccccc3c(Cl)nn12	0.4	7	2.6	6	3	98	-4	8	1456	4	8
Cc1cc(SCC(=O)OCC(=O)NCC2CCCO2)c(C)cc1Br (configuration not stated)	0.057	1	-0.7	9	4	102	7	3	1624	10	-10
O=C(Cc1ccc(Br)c2ccccc12)N/N=C/c1ccccn1	-0.41	-1	-0.8	1	8	76	-1	36	1677	24	8
COc1cc(S(=O)(=O)NCCc2ccc3c(c2)OCO3)ccc1-n1cnnn1	·	-3	1.6	7	5	98	7	12	1591	-1	17
COc1cccc2cc(C(=O)N3CCc4ccccc4C3)c(=O)oc12	·	-5	0.4	-11	1	101	-2	5	1367	-22	-1
CC(C)c1ccccc1NC(=S)NCc1nc2ccccc2[nH]1	-1.5	-11	-0.5	-1	-9	108	-8	1	1450	10	-1
O=[N+]([O-])c1ccc(N/N=C2\CC3CC=CC23)c([N+](=O)[O-])c1 (configuration not stated)	-0.045	2	2.8	-1	0	92	4	12	1429	25	-2
COc1ccc(OC)c(-n2c(SCC(=O)NCc3ccco3)nnc2-c2c[nH]c3ccccc23)c1	·	-10	0.8	12	6	99	1	9	1550	14	-24
CN1C(=O)c2cccc3c(Cl)ccc(c23)C1=O	2.6	-4	0.3	-3	3	79	1	25	1497	-10	·
O=C(c1ccccc1)c1ccc(N2CCCC2)cc1	0.27	1	4.0	13	7	106	5	0	1604	-56	·
COC(=O)c1ccccc1NC(=O)c1cc2nc(C3CC3)cc(C(F)(F)F)n2n1	0.52	-16	3.2	3	6	112	-8	-10	1339	-2	·
Cc1ccccc1-c1nnc(SCC#N)o1	0.62	2	1.8	-1	-2	99	6	4	1501	-12	-3
O=C(Nc1ccccc1)N(CCCN1CCOCC1)Cc1cccs1	·	-5	0.3	-1	2	105	4	3	1665	-4	0
Cc1ccccc1NC(=S)NCc1ccco1	0.56	9	0.4	-6	3	90	0	15	1569	-5	-2
COc1cc2[nH]c(=O)n(Cc3ccc(C(=O)NCC4CCCO4)cc3)c(=O)c2cc1OC (configuration not stated)	·	11	2.0	0	8	104	2	1	1619	2	·
C=CCn1c(Cc2csc(N)n2)nnc1SCC(=O)Nc1ccccc1C(F)(F)F	·	-1	-0.6	11	-1	97	-3	5	1518	-1	·
CC1C=CCC2C(=O)N(c3ccc(Cl)cc3O)C(=O)C12 (configuration not stated)	-0.3	-9	-0.1	-5	-6	112	-4	-9	1393	0	-17
Cc1ccccc1-n1nnnc1SCc1ncc(-c2ccccc2)o1	·	0	4.4	6	0	95	2	9	1555	6	-51
OCCC1CN(Cc2cnc(-c3cccc4ccccc34)nc2)CCN1C1CCCCC1 (configuration not stated)	-0.19	-12	0.9	0	-5	98	-2	4	1363	4	-12
CCCOc1ccc(Cn2c(=O)oc3ccc(C)cc32)cc1OC	·	1	8.6*	0	10	101	1	2	1410	14	-7
Cn1c(=O)c2c(nc(CN3CCc4ccccc4C3)n2Cc2ccccc2F)n(C)c1=O	-1.7	-9	3.1	1	4	101	7	1	1629	1	-7

Other records follow:
SMILES	ROMK mod	TLR4-MyD88 BLA	RAM network inh	PPARg SRC3 recr	PPARg SRC-2 ag	STAT3 activator	PPARg SRC1 recr	STAT3 inh	TR-FRET SRC-2 ct	STAT1 blocker	S1P3 antagonist
O=C(c1ccccc1F)N1CCN(c2ncccn2)CC1	·	-4	1.1	7	4	101	11	3	1649	4	·
Cn1c(Cn2c(=O)sc3ccccc32)nnc1SCC(=O)Nc1ccccc1F	·	-9	-0.6	5	4	96	8	5	1615	0	99*
Cc1ccc(-n2cc(CN(C)Cc3nccn3C)c(-c3cccc(C)c3)n2)cc1	0.43	8	-0.2	-3	-2	99	2	4	1607	0	-5
CCOC(=O)c1cc(C#N)c(Oc2ccccc2)nc1-c1ccccc1	·	-4	12*	-6	9	95	3	12	1648	8	·
CCN1CCN(CCNC(=O)c2ccc3c(c2)N(Cc2ccc(F)cc2)C(=O)/C(=C/c2ccccc2)S3)CC1	-3.1*	-3	-1.8	1	3	108	4	-7	1517	4	-3
C=CCN1C(=O)S/C(=C\c2ccc(N3CCOCC3)cc2C)C1=O	-1.5	7	8.6*	1	-2	97	2	10	1651	-19	·
CN1CCN(C(c2cccc(C(F)(F)F)c2)c2nnnn2C(C)(C)C)CC1 (configuration not stated)	·	1	0.5	-1	-1	105	-2	-1	1505	3	-29

Three compounds picked at random from those above:
SMILES	ROMK mod	TLR4-MyD88 BLA	RAM network inh	PPARg SRC3 recr	PPARg SRC-2 ag	STAT3 activator	PPARg SRC1 recr	STAT3 inh	TR-FRET SRC-2 ct	STAT1 blocker	S1P3 antagonist
CCN1CCN(CCNC(=O)c2ccc3c(c2)N(Cc2ccc(F)cc2)C(=O)/C(=C/c2ccccc2)S3)CC1	-3.1*	-3	-1.8	1	3	108	4	-7	1517	4	-3
O=C(c1ccccc1F)N1CCN(c2ncccn2)CC1	·	-4	1.1	7	4	101	11	3	1649	4	·
CCOC(=O)c1cc(C#N)c(Oc2ccccc2)nc1-c1ccccc1	·	-4	12*	-6	9	95	3	12	1648	8	·

From PubChem BioAssay
